Pf gamet viab = P. falciparum stage V gametocyte viability inhibition. P. falciparum stage V gametocytes, ATP luminescence, 24 h. inhibition, % at 10.9 µM. hit rate 0.065% among 150,000;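 active = inhibition above the mean plus 3 SD of compounds within the control limits, set per campaign, cut at about 38% in these data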;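 also: 0% = DMSO wells and 100% = medium only without gametocytes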
Cdc42 wt GTP = human Cdc42 wildtype GTP binding change, either direction | GST-Cdc42 beads, Bodipy-GTP binding, flow cytometry; actives lie on both sides | P60953 | hit rate 0.2% among 190,000 | percent activity (GTP binding), % at 10 µM;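 active = percent activity GTP binding at least 20 points away from the 100% baseline, either down as inhibitor or up as activator; inconclusive = compound flagged as likely green fluorescent from well-wide comparison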;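 also: median bead fluorescence of bound Bodipy-FL-GTP at 100 nM; 0% = excess unlabeled GTP control and 100% = no compound control; below 100% means less GTP binding so inhibitor and above means activator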
ABCB1 block = blocks JC-1 efflux by human ABCB1 transporter; P08183; CCRF-Adr cells, flow cytometry; inhibition, % at 6.6 µM; hit rate 0.067% among 190,000; in the data active = inhibition above about 40%;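 also: 0% = vehicle and 100% = reference inhibitor; higher value means more JC-1 retained so stronger ABCB1 efflux block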
ABCG2 block = inhibitors of human ABCG2 transporter, ABCB1 counter-screen; inhibition, % at 6.6 µM; hit rate 0.1% among 190,000; IgMXP3 cells, JC-1 efflux, flow cytometry;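 active = inhibition above 80%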;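 also: 0% = DMSO and 100% = nicardipine control wells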
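Assay system – ABCG2 IgMXP3 and barcoded ABCB1 CCRF-Adr cell mix · Input – 3 million cells/mL in well · Reagent – JC-1 fluorescent substrate · Compound – single test compound dose, 6.6 µM final · Timing – 10 min exposure at 25 °C with rotation, no wash · Detection – flow cytometry of retained JC-1 fluorescence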
Rab2 wt GTP = changes GTP binding to wildtype dog Rab2A, up or down | GTP binding activity, % at 10 µM | AID 760 | hit rate 0.19% among 190,000 | GST-Rab2 wt beads, Bodipy-GTP binding, flow cytometry | P61105;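 active = GTP binding activity at least 20 points away from 100%, either lowered or raised; inconclusive = signal likely due to the compound's own green fluorescence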;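 also: 0% = beads with excess unlabeled GTP and 100% = no-compound control corrected for plate trend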
Rac1 wt modul = modulators of human Rac1 wildtype GTP binding; GTP binding activity (% of control), % at 10 µM; hit rate 0.27% among 190,000; GST-Rac1 beads, fluorescent GTP binding, flow cytometry; actives lie on both sides; 0 = cold GTP competed, 100 = untreated; P63000;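 active = GTP binding activity at least 20 points away from the 100% control level, either lower or higher; inconclusive = compound flagged as likely green fluorescent, judged across all proteins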
HRas wt GTP = modulators of GTP binding to human HRas wildtype | P01112 | GST-Ras wt beads, Bodipy-FL-GTP binding, flow cytometry; actives lie on both sides | GTP binding activity, % at 10 µM | hit rate 0.14% among 190,000 | AID 759;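 active = GTP binding activity at least 20% away from the 100% baseline, either lowered as inhibitor or raised as activator; inconclusive = flagged as likely green fluorescent, judged across all proteins in the well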;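 also: 0% = unlabeled GTP competition control and 100% = no-compound control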
GSH fluor = GSH bead compound fluorescence profile; GSH beads flow cytometry, compound fluorescence 488/530 nm; active compounds read high; fluorescence (KMESF) at 10 µM; hit rate 0.25% among 190,000; AID 1776; in the data active = fluorescence above about 89;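 also: glutathione beads carrying GST-tagged Bcl family fusion proteins plus one bare bead set; values are compound well signal with DMSO vehicle wells as background; inactives centre near 16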
Rac1 mut GTP = human Rac1 activated mutant GTP binding change; GST-Rac1 activated beads, fluorescent GTP binding, flow cytometry; actives lie on both sides; 100% means binding = to untreated wells; P63000; percent activity (GTP binding), % at 10 µM; hit rate 0.11% among 190,000;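 active = GTP binding at least 20 percentage points away from the 100% baseline, in either direction, so actives lie on both sides; inconclusive = Compound likely fluorescent itself, or too few beads counted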
Rab7 wt GTP bind = alters GTP binding to wildtype dog Rab7 | GTP binding activity (percent of control), % at 10 µM | GST-Rab7 beads, fluorescent GTP binding, flow cytometry; actives lie on both sides; untreated = 100%, excess cold GTP = 0% | AID 758 | hit rate 0.055% among 190,000;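 active = fluorescent GTP binding to Rab7 beads changed by at least 20 points from the 100% baseline, either direction, mostly lower; inconclusive = compound itself probably fluorescent, or too few beads counted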;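 also: median green fluorescence of bound Bodipy-FL-GTP per Rab7 bead population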
Avidin bead fluor = avidin bead compound fluorescence profile | hit rate 0.38% among 220,000 | fluorescence (KMESF) at 10 µM | Avidin beads, compound fluorescence 488/530 nm, flow cytometry; active compounds read high; in the data active = fluorescence above about 47; also: inactives centre near 10
Active calls of the source: *; u = inconclusive; x = not tested or not shown. Random draw from the library; 1.1% or so of the library scored in one or more.

SMILES	Pf gamet viab	Cdc42 wt GTP	ABCB1 block	ABCG2 block	Rab2 wt GTP	Rac1 wt modul	HRas wt GTP	GSH fluor	Rac1 mut GTP	Rab7 wt GTP bind	Avidin bead fluor
Fc1ccc(CN2CCCCCC2)c(F)c1	x	101.0	1.7	3.2	95.0	100.0	100.0	38	97.0	96.0	15
Brc1ccccc1-n1nnc(-c2nccs2)n1	20.4	94.0	2.9	3.6	98.0	96.0	96.0	20	95.0	102.0	6
O=C(N/N=C/c1ccc([N+](=O)[O-])s1)c1cccc(Br)c1	x	94.0	-0.2	10.6	91.0	94.0	94.0	16	88.0	93.0	7
c1ccc2nc(N3CCOCC3)c(N3CCOCC3)nc2c1	x	100.0	0.2	0.5	101.0	103.0	100.0	42	99.0	103.0	5
Nc1nnc(CSCc2ccc(Cl)cc2)s1	x	99.0	0.7	2.7	97.0	101.0	98.0	23	97.0	95.0	3
CC1=C(C)CC(C(=O)NCC(=O)c2ccccc2)C(C(=O)O)C1 (stereo not given)	x	96.0	0.8	24.2	98.0	98.0	96.0	34	98.0	98.0	16
C=CCn1c(O)c(N=NC(=S)Nc2ccccc2F)c2cc(S(=O)(=O)N3CCOCC3)ccc21	28.2	103.0	-0.9	-3.2	102.0	102.0	99.0	18	96.0	103.0	11
COc1cccc(N(CC(=O)NCCSc2ccc(Cl)cc2)S(C)(=O)=O)c1	0.7	103.0	1.6	37.6	101.0	103.0	102.0	34	102.0	103.0	13
CCc1ccc(C2c3[nH]c4ccccc4c3CCN2C(=O)CNC(N)=O)cc1 (stereo not given)	7.4	100.0	0.0	3.6	97.0	95.0	98.0	19	94.0	102.0	5
CS(=O)(=O)Nc1ccccc1C(=O)O	-1.0	102.0	0.1	0.3	99.0	105.0	99.0	14	99.0	102.0	9
CCN(CC)C(=O)Oc1ccc2ccccc2c1Cl	17.1	101.0	0.8	15.7	100.0	104.0	100.0	16	101.0	100.0	13
O=[N+]([O-])c1ccc(Cl)c(/C=N/n2c(C3CCCCC3)n[nH]c2=S)c1	-26.2	100.0	-1.3	-6.4	97.0	104.0	98.0	30	98.0	99.0	7
Cc1c(Cl)cnc(NC(=O)COC(=O)c2ccc3ncsc3c2)c1Cl	-27.6	99.0	-0.7	-16.3	98.0	101.0	100.0	3	99.0	98.0	9
O=[N+]([O-])c1ccc(Cl)cc1N1CCCC1	x	96.0	0.3	2.3	94.0	97.0	94.0	19	94.0	99.0	13
N#Cc1c(NC(=O)CSc2nc3c(c(C(F)(F)F)n2)CCc2ccccc2-3)sc2c1CCCC2	x	82.0	-0.7	-1.6	89.0	88.0	88.0	26	89.0	86.0	9
COc1ccc(CNC(=O)C2CCN(S(=O)(=O)c3cccc4cccnc34)CC2)cc1	x	102.0	0.0	12.6	98.0	102.0	99.0	13	97.0	96.0	8
O=C(CCNC(=O)c1ccccc1Cl)NCC12CC3CC(CC(C3)C1)C2	x	105.0	1.6	5.8	99.0	104.0	101.0	13	102.0	100.0	14
CN(C(=O)CSc1nnc2ccccn12)c1c(N)n(Cc2ccccc2)c(=O)[nH]c1=O	x	103.0	0.8	5.9	98.0	104.0	99.0	19	100.0	100.0	7
Cc1c(C(=O)NCc2cccs2)oc2ccc(S(=O)(=O)N3CCOCC3)cc12	x	103.0	1.2	4.5	102.0	104.0	103.0	39	99.0	101.0	9
CC1=NN(c2ccc(S(=O)(=O)O)cc2C)C(=O)C1	-7.4	u	-0.7	-1.7	u	u	u	13	u	u	9
Cc1ccc(C(C(=O)NC2CCCC2)N(C(=O)Cc2cccs2)c2ccc(C)c(C)c2)o1 (stereo not given)	x	90.0	-2.1	-0.5	93.0	88.0	93.0	22	91.0	94.0	9
COCc1cc(=O)n2[nH]c(C)nc2n1	19.2	105.0	0.5	2.9	107.0	107.0	104.0	47	100.0	107.0	4
O=C(Nc1ccncc1)c1c(F)cccc1F	x	105.0	0.4	0.7	103.0	104.0	104.0	49	101.0	101.0	8
CC(=O)Nc1nnc(SCc2cc(=O)c(OC(=O)c3ccccc3)co2)s1	17.8	93.0	-0.2	-0.1	93.0	97.0	94.0	17	93.0	99.0	6
NC(=O)c1ccc(Sc2nnc(-c3cccs3)n2CC2CCCO2)c([N+](=O)[O-])c1 (stereo not given)	4.0	96.0	1.9	29.6	99.0	99.0	96.0	19	99.0	101.0	8
c1ccc(-c2ccccc2OCCCN2CCCCC2)cc1	8.8	103.0	0.5	4.3	97.0	104.0	100.0	9	100.0	100.0	5
Cc1ccc(NC(=O)c2cnccn2)cc1	-3.6	96.0	0.5	7.2	96.0	98.0	97.0	20	96.0	94.0	7
O=C(Cc1cccc2ccccc12)Nc1cccnc1	-28.2	92.0	1.6	8.5	94.0	96.0	96.0	21	95.0	93.0	9
O=C(COc1ccccc1[N+](=O)[O-])N1CCN(S(=O)(=O)c2ccccc2)CC1	21.1	97.0	0.0	-0.6	101.0	103.0	99.0	12	98.0	104.0	10
CCCCc1ccc(-c2nc(-c3ccncc3)no2)cc1	-14.8	108.0	-0.1	-0.3	104.0	107.0	104.0	6	102.0	102.0	6
CCCCn1c(CN2CCN(C)CC2)nc2ccccc21	23.2	99.0	1.3	7.5	101.0	105.0	100.0	25	100.0	101.0	10
CCN(C(=O)Cn1cc(C(F)(F)F)ccc1=O)c1c(N)n(Cc2ccccc2)c(=O)[nH]c1=O	-12.1	97.0	0.4	1.1	101.0	98.0	100.0	10	100.0	105.0	27
CCc1ccc(C(=O)COC(=O)C(CCSC)NC(=O)c2ccccc2)cc1 (stereo not given)	x	100.0	0.3	1.9	99.0	100.0	99.0	9	99.0	97.0	12
O=C(COc1cccc2ccccc12)Nc1nc2ccccc2[nH]1	x	96.0	-0.1	3.1	95.0	96.0	95.0	18	94.0	93.0	4
COC(=O)c1ccc(NS(=O)(=O)c2cc(C)ccc2OC)cc1	x	99.0	0.6	5.4	96.0	97.0	98.0	30	94.0	99.0	11
COc1ccc(CC(=O)NCc2nnc(SCC(=O)Nc3ccccc3)n2C)cc1	-24.6	99.0	1.7	3.0	99.0	97.0	97.0	10	98.0	101.0	5
COc1ccc(CN(C(=O)Cn2nnc(-c3ccc(C)o3)n2)C(C(=O)NCC2CCCO2)c2ccco2)cc1 (stereo not given)	-1.5	94.0	-0.4	-1.0	96.0	96.0	96.0	9	96.0	97.0	5
c1ccc(OCc2nn3c(-c4ccncc4)nnc3s2)cc1	x	104.0	-0.3	6.6	99.0	104.0	100.0	17	101.0	95.0	14
Clc1ccc2c(N/N=C/c3ccc(Br)cc3)ccnc2c1	-14.4	103.0	-0.4	-0.6	99.0	102.0	102.0	13	102.0	98.0	3
COC(=O)C(C(=O)Nc1ccc(OC)cc1)C1CCCCCC1 (stereo not given)	x	101.0	0.3	16.0	101.0	102.0	97.0	33	100.0	98.0	13
Cn1cccc1CC(=O)N/N=C\c1ccccc1	1.4	97.0	0.8	2.5	100.0	98.0	98.0	19	95.0	101.0	6
CCC(C)C(=O)Nc1nc(-c2ccc3c(c2)NC(=O)CO3)cs1 (stereo not given)	-73.5	93.0	0.0	0.6	94.0	95.0	94.0	13	91.0	95.0	44
CCn1c(=O)c(C(=O)CN2CCCc3ccccc32)c(N)n(Cc2ccccc2)c1=O	-24.3	103.0	2.6	43.5	103.0	106.0	106.0	27	99.0	104.0	44
O=C(Nc1cccnc1)c1cccc(NC(=O)c2ccco2)c1	x	102.0	0.1	0.3	102.0	101.0	102.0	8	98.0	104.0	9
O=C(CCNC(=O)c1ccc(Br)o1)NCc1ccccc1Cl	x	100.0	-0.1	-0.9	98.0	102.0	103.0	17	99.0	102.0	23
Cc1ccc2nc(N(CCCN(C)C)C(=O)CCc3ccccc3)sc2c1	8.0	101.0	0.3	2.2	101.0	101.0	101.0	21	100.0	97.0	14
COc1ccc(NC(=O)CCS(=O)(=O)c2cccc3nonc23)cc1	0.2	93.0	-0.2	-0.5	95.0	95.0	97.0	15	94.0	93.0	9
N#C/C(=C\c1cccnc1)C(=O)NC1CCCCC1	x	105.0	0.7	18.9	101.0	110.0	103.0	11	101.0	101.0	10
O=C(COC(=O)Cn1c(C(F)(F)F)nc2ccccc21)Nc1ccc2c(c1)OCCO2	x	100.0	0.9	12.6	100.0	104.0	101.0	12	99.0	100.0	8
CCCC(=O)N1CCN(c2ccc(NC(=O)c3cccs3)cc2)CC1	0.8	99.0	-1.0	7.9	99.0	98.0	97.0	13	98.0	104.0	15
Cc1ccc(S(=O)(=O)Cn2nnnc2CN2CCCC3(CCCCC3)C2)cc1	x	102.0	1.0	3.3	101.0	100.0	101.0	19	101.0	95.0	7
COc1cc(CNCc2ccccc2C(F)(F)F)cc(OC)c1	-0.7	92.0	0.3	0.2	92.0	93.0	92.0	14	93.0	89.0	11
CCCCN(CC)c1nc(N)c(C#N)c(CC#N)c1C#N	-10.0	u	0.3	0.1	u	u	u	32	u	u	8
COc1ccc(-n2c(COc3ccccc3)nnc2SCC(N)=O)cc1	24.7	98.0	0.3	2.0	95.0	98.0	98.0	78	96.0	95.0	7
CCCc1nnc2n1N=C(c1ccc(-c3cc(Cl)ccc3Cl)o1)CS2	x	103.0	0.5	18.4	103.0	106.0	101.0	19	100.0	97.0	32
Cc1ccc(NC(=O)c2cn(-c3cccc(C)n3)cn2)cc1	12.7	107.0	0.0	0.5	106.0	103.0	105.0	22	102.0	107.0	17
O=C(c1ccc2c(c1)N(Cc1ccc(F)cc1)C(=O)c1ccccc1S2(=O)=O)N1CCN(c2ccccn2)CC1	x	95.0	3.2	3.2	97.0	98.0	100.0	11	97.0	105.0	27
C=CCNc1ncnc2c1[nH]c1ccc(C)cc12	27.0	98.0	0.0	-0.2	95.0	97.0	98.0	12	95.0	99.0	34
COc1ccc(N(C(C)C(=O)NN=C2CCCC2)S(C)(=O)=O)cc1 (stereo not given)	8.0	98.0	1.9	12.8	97.0	99.0	99.0	11	96.0	96.0	10
CC(=O)c1c(C)[nH]c(C(=O)NCCC2=CCCCC2)c1C	x	102.0	0.8	21.0	96.0	98.0	99.0	48	94.0	99.0	14
